B2AR arrestin – qHTS assay of beta-arrestin-biased ligands of beta2-adrenergic receptor | Beta-2 adrenergic receptor (Homo sapiens), P07550 | beta-arrestin recruitment to beta2AR, cell-based reporter | Potency, µM (top dose mostly 46.1 µM), without a hit: at the top dose activation, actives largely listed as activators | hit rate 0.02% among 330,000;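 note: potency is the fitted concentration of half-maximal effect; 0% = DMSO controls and full agonism = EC100 isoproterenol or metaproterenol; nearly all actives have a fitted effect of over 65% in size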
Tb PFK inh – qHTS Assay to Find Inhibitors of T. brucei phosphofructokinase; ATP-dependent 6-phosphofructokinase (Trypanosoma brucei brucei), O15648; T. brucei PFK, ADP-Glo luminescence; Potency, µM (series often up to 57.5 µM), without a hit: at the highest dose activity, negative = inhibition, hits mostly inhibitors; hit rate 0.17% among 330,000; AID 485367, 2010;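 note: potency is the fitted concentration of half-maximal effect; 0% = uninhibited 1x PFK enzyme wells and -100% = no-enzyme wells; nearly all actives have a fitted effect of over 60% in size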
Target sequence (O15648 whole entry, looked up): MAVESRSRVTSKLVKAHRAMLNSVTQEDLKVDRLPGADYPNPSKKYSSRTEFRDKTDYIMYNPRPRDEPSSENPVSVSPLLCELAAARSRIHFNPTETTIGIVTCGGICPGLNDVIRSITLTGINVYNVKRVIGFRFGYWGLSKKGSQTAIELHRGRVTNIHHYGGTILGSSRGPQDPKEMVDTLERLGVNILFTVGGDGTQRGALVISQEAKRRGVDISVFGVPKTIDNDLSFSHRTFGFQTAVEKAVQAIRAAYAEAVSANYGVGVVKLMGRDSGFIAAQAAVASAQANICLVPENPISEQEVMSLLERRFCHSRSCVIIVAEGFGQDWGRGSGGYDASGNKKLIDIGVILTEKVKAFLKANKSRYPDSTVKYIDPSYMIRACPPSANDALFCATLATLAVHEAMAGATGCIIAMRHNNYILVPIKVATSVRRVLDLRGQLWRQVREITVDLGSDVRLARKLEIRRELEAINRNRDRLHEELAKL
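ADP-Glo luminescence quantified ADP after 45 min at room temperature, with 1.25 nM T. brucei PFK, 0.1 mM ATP and 0.5 mM fructose-6-phosphate in pH 8.0 TEA buffer. qHTS titrations up to 57 µM; curves classified by quality.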
uPA surface inh – qHTS for Inhibitors of Cell Surface uPA Generation | hit rate 0.31% among 330,000 | cell surface uPA generation assay, qHTS | Potency, µM (top dose mostly 38.3 µM), for the others: at the top dose activity change, negative = inhibition, hits mostly inhibitors; active = well fitted inhibition curve with a large enough effect; inconclusive = small, poorly fitted or top-dose-only effect; inactive = no such curve, though single readings can be large or run the other way; tested in mouse RAW 264.7 cells; note: potency is the fitted concentration of half-maximal effect; % is set by controls: 0 for no effect and ±100 for the full control effect; nearly all actives have a fitted effect of over 55% in size
Mito fusion act – qHTS Assay for Small Molecule Inhibitors of Mitochondrial Division or Activators of Mitochondrial Fusion; S. cerevisiae fusion-defective mutant growth rescue, CellTiterGlo 48 h; Potency, µM (titrated, usually from 46.1 µM), without a hit: at the top dose growth rescue (activation), most hits filed as activators; AID 485298, 2010; hit rate 0.23% among 320,000;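 note: potency is the fitted concentration of half-maximal effect; % of control where 0% means no effect; nearly all actives have a fitted effect of over 45% in size; temperature-sensitive fusion mutants such as fzo1-1 at 37 °C on non-fermentable ethanol glycerol medium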
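Yeast fusion mutant, YPEG (non-fermentable carbon), compound, 48 h at 37C non-permissive; CellTiterGlo added, 10 min RT, luminescence read. Rescued growth = division inhibition.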
ELG1 repair inh – qHTS screen for small molecules that inhibit ELG1-dependent DNA repair in human embryonic kidney (HEK293T) cells expressing luciferase-tagged ELG1; hit rate 2.3% among 330,000; Potency, µM (titrated, usually from 46.1 µM), inactives show at the highest dose activity change, negative = inhibition, hits mostly inhibitors; HEK293T ELG1-luciferase reporter, luminescence, 16 h; DNA damage induced by 5-fluorouridine; note: potency is the fitted concentration of half-maximal effect; % is set by controls: 0 for no effect and ±100 for the full control effect; nearly all actives have a fitted effect of over 55% in size
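Step one: seed 2,000 cells per well. Step two: pin-transfer compound or DMSO alongside 5-fluorouridine. Step three: incubate 16 hr, 37 °C, 5% CO2. Step four: add ONE-Glo, wait 30 min, read luminescence.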
USP2a block – qHTS Assay for Inhibitors of Ubiquitin-specific Protease USP2a Using CHOP2 as the Reporter; hit rate 0.01% among 330,000; USP2 core, Ub-CHOP2 coupled fluorogenic reporter, 485/531; AID 463254, 2010; Ubiquitin carboxyl-terminal hydrolase 2 (Homo sapiens), O75604; Potency, µM (highest dose often 38.3 µM), for the others: top-dose activity change, negative = inhibition, usual class: inhibitors;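 note: potency is the fitted concentration of half-maximal effect; plate controls were DMSO wells for no effect and full inhibition by NEM control for full effect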
Target sequence (O75604 whole entry, looked up): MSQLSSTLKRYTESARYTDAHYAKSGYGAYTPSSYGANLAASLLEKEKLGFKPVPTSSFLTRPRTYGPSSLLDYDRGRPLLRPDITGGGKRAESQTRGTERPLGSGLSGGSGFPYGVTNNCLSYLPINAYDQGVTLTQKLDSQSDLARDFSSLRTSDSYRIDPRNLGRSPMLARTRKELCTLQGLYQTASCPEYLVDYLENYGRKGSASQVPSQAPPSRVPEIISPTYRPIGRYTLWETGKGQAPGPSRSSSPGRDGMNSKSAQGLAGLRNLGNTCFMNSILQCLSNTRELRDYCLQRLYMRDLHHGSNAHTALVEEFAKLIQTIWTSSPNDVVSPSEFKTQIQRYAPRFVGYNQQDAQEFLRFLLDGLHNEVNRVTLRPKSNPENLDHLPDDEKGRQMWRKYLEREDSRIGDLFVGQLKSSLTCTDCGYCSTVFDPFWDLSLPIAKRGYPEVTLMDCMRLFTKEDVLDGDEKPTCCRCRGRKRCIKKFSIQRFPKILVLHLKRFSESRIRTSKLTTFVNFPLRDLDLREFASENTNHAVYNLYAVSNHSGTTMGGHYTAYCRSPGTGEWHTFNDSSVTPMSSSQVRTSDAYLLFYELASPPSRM
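Deubiquitinase activity read as fluorescence (485/531 nm) after Ub-CHOP2 cleavage activates the enterokinase reporter on its substrate; USP2 core 10nM, Ub-CHOP2 and substrate 25nM each, 30min compound preincubation then 60min RT; data normalized to NEM, curves fitted.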
TSG101-PTAP inh – qHTS Assay for Iinhibitors of HIV-1 Budding by Blocking the Interaction of PTAP/TSG101 | AID 493005, 2010 | Fluorescence polarization, FITC-PTAP peptide / Tsg101 binding | 340,000 tested, under 10 active | Potency, µM (doses to about 115 µM), for the others: at the top dose activity change, negative = inhibition, usual class: inhibitors | Tumor susceptibility gene 101 protein (Homo sapiens), Q99816; active = well fitted inhibition curve with a large enough effect in the main read-out, with a control signal flat, not every such curve was filed as active; inconclusive = small, poorly fitted or top-dose-only effect, or effect the other way, or a change in a side signal; inactive = no such curve, though single readings can be large or run the other way; note: potency is the fitted concentration of half-maximal effect; % of control where 0% means no effect
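Compounds were pin-transferred onto Tsg101 binding domain (10 uM final) in HEPES pH 7.5 buffer, then FITC-PTAP peptide was added at 50 nM final. After 20 min at RT, polarization reported peptide displacement across a qHTS concentration series.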
BCR signal inh – qHTS Assay to Find Inhibitors of Chronic Active B-Cell Receptor Signaling; hit rate 0.05% among 340,000; ABC-DLBCL IkBa-CBG/CBR reporter, luminescence ratio, 4 h; AID 493014, 2011; Potency, µM (top dose mostly 46.1 µM), for the others: top-dose ratio change, negative = lower green/red ratio, hits mostly inhibitors; active = well fitted inhibition curve with a large enough effect in the signal ratio, with a control signal flat, not every such curve was filed as active; inconclusive = small, poorly fitted or top-dose-only effect, or effect the other way, or a change in a side signal; the % refers to the signal ratio;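 note: potency is the fitted concentration of half-maximal effect; plate controls were basal doxycycline-induced cells for no effect and cells given 10 µM MG132 for full effect; MG132 reads +100%, hits lower the ratio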
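Concentration-response series (up to 46 uM) were applied to TMD8 dual-reporter cells for 4 h at 37C with doxycycline. Green/red ratio, after filter-overlap correction, defined %Activity; red signal alone was normalised to basal cells and zero luminescence.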
TCR activator – Activators of T cell receptors: qHTS campaign. primary human leukocytes, anti-CD3, IL-2 HTRF, 48 h. Potency, µM (highest dose often 9.22 µM), without a hit: at the top dose activation of IL-2 secretion, hits mostly activators. 330,000 tested, under 10 active. AID 504894, 2011; note: % of control where 0% means no effect
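Activity was scored as IL-2 release from primary human leukocytes given only a TCR signal (a-CD3 beads) plus compound for 48 hr. Detection used a two-antibody HTRF format read at 665nm.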
TSHR antag – Antagonists of the Thyroid Stimulating Hormone Receptor: HTS campaign. Thyrotropin receptor (Homo sapiens), P16473. TSHR-expressing cells, TSH-stimulated cAMP HTRF, 2 h; hits give low values. activity change, negative = inhibition, % at 11.5 µM. hit rate 0.2% among 330,000;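 active = activity change below a set negative limit, meaning inhibition stronger than a set level, cut at about -70% in these data; inconclusive = activity change between two set negative limits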; note: % is set by controls: 0 for no effect and ±100 for the full control effect
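Inhibition of cAMP made by TSHR-expressing cells under TSH stimulation (4nM final, EC80; 2 h, 37 deg C) is quantified with a one-step lysis HTRF kit, anti-cAMP cryptate versus cAMP-d2.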
Eya2 phos inh – qHTS Assay for Inhibitors of the Phosphatase Activity of Eya2. recombinant Eya2, OMFP fluorescence dephosphorylation (OMFP is methylfluorescein phosphate). Protein phosphatase EYA2 (Homo sapiens), O00167. AID 488837, 2010. Potency, µM (doses to about 76.9 µM), for the others: top-dose activity, negative = inhibition, hits mostly inhibitors. hit rate 0.006% among 330,000; note: potency is the fitted concentration of half-maximal effect; % is set by controls: 0 for no effect and ±100 for the full control effect
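Eya2 protein (added as 0.2 uM solution) was preincubated with compound for 10 min at ambient temperature in 50 mM HEPES pH 7.5, 50 mM NaCl, 5 uM MgCl2, 0.05% BSA, 1 mM DTT. OMFP (added at 50 uM) then reacted 10 min; fluorescence read at 485/525 nm.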
Starred values were filed as active, the others as inactive; u = inconclusive; x = not tested or not shown; [ ] = dose if it differs, or a comment. Unless noted, calls come from the whole dose curve; as a rule, active = well fitted curve in the direction sought with a large enough effect; inconclusive = small, poorly fitted or top-dose-only effect, or another doubt; inactive = no such curve, though single readings can be large; an effect the other way counts as inactive or inconclusive.

item	Compound	B2AR arrestin	Tb PFK inh	uPA surface inh	Mito fusion act	ELG1 repair inh	USP2a block	TSG101-PTAP inh	BCR signal inh	TCR activator	TSHR antag	Eya2 phos inh
1	CCc1cc(CNC(=O)c2ccc(OC)c(OC3CCN(C(C)C)CC3)c2)on1	0.6%	0%	3%	2%	19%	-1%	-1%	1%	0%	-8	7%
2	CN1/C(=C\C=Nc2cc(S(=O)(=O)N3CCOCC3)ccc2N2CCOCC2)C(C)(C)c2ccccc21	-1.0%	-3%	-8%	0%	-14%	5%	5%	-7%	0%[46.1 µM]	-5	6%
3	Cc1ccccc1OCCN1C(=O)NC2(CCc3ccccc32)C1=O (configuration not stated)	-0.3%	-3%	x	4%	-4%	0%	-5%	1%	-3%	10	-4%
4	C[n+]1ccccc1/C=C/c1ccc(F)c(F)c1	0.2%	4%	0%	-11%	-5%	1%	-2%	4%	-4%	-2	-24%
5	C/C(=N\NC(=O)C1(C)CC1(Br)Br)c1ccc(NC(=O)c2ccc(C)o2)cc1 (configuration not stated)	-1.9%	-2%	-7%	5%	u	1%	1%	7%	0%[46.1 µM]	-14	0%
6	CCOc1cc(NC(=S)NCCCN(C)C)c(OCC)cc1NC(=O)C1CC1	-0.4%	-11%	2%	7%	23%	-7%	-7%	-20%	4%	16	-1%
7	C[C@@H]1C(c2ccccc2)=NN(c2ccccc2)[C@H]1C(=O)N1CCOC1=O	-0.1%	1%	-11%	x	-1%	-8%	-4%	-3%	-4%[46.1 µM]	7	-6%
8	O=C(NCc1ccccc1)C1CCN(C(=O)Cc2ccccc2)CC1	-0.5%	-1%	4%	1%	1%	-1%	-1%	0%	x	2	10%
9	CC(=O)Nc1nc(C(F)(F)F)cs1	0.1%	-5%	-2%	8%	u	5%	-3%	2%	-3%[46.1 µM]	1	-1%
10	O=c1[nH]c(/C=C2\C=Nc3ccccc32)c(O)n1Cc1ccccc1F	0.1%	-1%	-28%	3%	u	-1%	-1%	u	1%	-7	-1%
11	COc1cccc(CN(C(=O)c2ccc([N+](=O)[O-])cc2)C2CCS(=O)(=O)C2)c1 (configuration not stated)	0.0%	-1%	-2%	0%	7%	3%	-6%	-4%	-6%	16	0%
12	CCOC(=O)N1CCC(NC(=O)c2ccc3c(c2)sc2nc(-c4ccccc4)cn23)CC1	-0.9%	0%	-21%	7%	3%	-4%	2%	u	-6%	-43	1%
13	CCc1nnc(NC(=O)c2ccc(-c3ccccc3F)o2)s1	-0.2%	0%	1%	-3%	u	-7%	-3%	0%	3%	-1	u
14	Cc1ccsc1C(=O)N(C)CC(=O)Nc1ccccc1Br	-0.5%	3%	-7%	-8%	-1%	4%	0%	-1%	1%	7	9%
15	COC(=O)c1ccccc1NC(=O)C1CC(=O)N(c2ccc(C)c(C)c2)C1 (configuration not stated)	-0.5%	-1%	-8%	8%	-11%	0%	-8%	u	-3%	-5	-12%

Random excerpt: 2 entries already listed, in no set order.
item	Compound	B2AR arrestin	Tb PFK inh	uPA surface inh	Mito fusion act	ELG1 repair inh	USP2a block	TSG101-PTAP inh	BCR signal inh	TCR activator	TSHR antag	Eya2 phos inh
8	O=C(NCc1ccccc1)C1CCN(C(=O)Cc2ccccc2)CC1	-0.5%	-1%	4%	1%	1%	-1%	-1%	0%	x	2	10%
14	Cc1ccsc1C(=O)N(C)CC(=O)Nc1ccccc1Br	-0.5%	3%	-7%	-8%	-1%	4%	0%	-1%	1%	7	9%

Whole records as entered above. Screens in order: B2AR arrestin | Tb PFK inh | uPA surface inh | Mito fusion act | ELG1 repair inh | USP2a block | TSG101-PTAP inh | BCR signal inh | TCR activator | TSHR antag | Eya2 phos inh
CC(=O)Nc1nc(C(F)(F)F)cs1 as listed: 0.1% | -5% | -2% | 8% | u | 5% | -3% | 2% | -3%[46.1 µM] | 1 | -1%
CCOC(=O)N1CCC(NC(=O)c2ccc3c(c2)sc2nc(-c4ccccc4)cn23)CC1 as listed: -0.9% | 0% | -21% | 7% | 3% | -4% | 2% | u | -6% | -43 | 1%

Next part:
item	Compound	B2AR arrestin	Tb PFK inh	uPA surface inh	Mito fusion act	ELG1 repair inh	USP2a block	TSG101-PTAP inh	BCR signal inh	TCR activator	TSHR antag	Eya2 phos inh
16	CCn1c(C)nnc1SCC(=O)Nc1ccccc1OC	3.4%	-1%	-3%	0%	6%	2%	-3%	-1%	x	-1	0%
17	O=C(CC1SC(=NC2CCCCC2)NC1=O)Nc1ccccc1 (configuration not stated)	-0.1%	-4%	8%	6%	5%	-3%	-4%	4%	2%[46.1 µM]	15	-9%
18	O=C(c1ccco1)N1CCN(C2=NS(=O)(=O)c3ccccc32)CC1	0.0%	-12%	1%	-1%	11%	2%	1%	2%	8%	8	-39%
19	O=C(NCc1ccccn1)Nc1ccccc1F	0.0%	1%	-3%	0%	u	2%	-5%	u	-4%	7	3%
20	CC(=O)Nc1ccc(S(=O)(=O)N(C)c2ccc(OCC(=O)OCC(=O)N3CCCCC3)cc2)cc1	-0.1%	-5%	2%	-1%	3%	-1%	-3%	u	-5%	-15	1%
21	CCCN1C(=O)c2ccccc2NC1c1ccc(Cl)cc1 (configuration not stated)	-0.6%	4%	-7%	2%	-3%	0%	-3%	-5%	1%	2	0%
22	CC1CCCC(N2C(=O)NC(NC(=O)c3ccco3)(C(F)(F)F)C2=O)C1C (configuration not stated)	0.0%	-4%	2%	6%	-3%	0%	-1%	1%	-9%	-8	18%
23	COc1cc(OC)c(OC)cc1CNCc1ccco1	-0.7%	-2%	3%	-7%	-5%	2%	2%	-2%	-8%	-3	1%
24	CN(C)S(=O)(=O)c1ccc(Cl)c(NC(=O)CN2C(=O)NC(C)(C3CC3)C2=O)c1 (configuration not stated)	-0.6%	5%	5.6µM*	5%	-1%	3%	-1%	-4%	-2%	18	-11%
25	COc1ccc(NS(=O)(=O)c2cccc(C(=O)NCC3CCCO3)c2)cc1 (configuration not stated)	0.0%	-4%	4%	-10%	7%	0%	-2%	-3%	3%	3	-19%
26	Cc1ccccc1NC(=O)CCNS(=O)(=O)c1cccc2nsnc12	0.5%	0%	1%	3%	0%	2%	0%	3%	5%	-10	-3%
27	O=C(Nc1c[nH]c2c(Cl)cccc2c1=O)N1CCN(c2ccccn2)CC1	-0.6%	-1%	-8%	0%	17%	-2%	-10%	0%	-1%	4	-6%
28	Cc1ccc(NC(=O)CNNC(=O)c2cccc([N+](=O)[O-])c2)cc1[N+](=O)[O-]	-0.2%	8%	0%	x	-15%	1%	-3%	1%	0%[46.1 µM]	16	3%
29	Cc1ccc(N(C(=O)c2csnn2)C(C(=O)NC2CCCCC2)c2ccccn2)c(C)c1 (configuration not stated)	-0.2%	0%	2%	6%	-4%	-2%	0%	-6%	0%	-9	-11%
30	CCCNS(=O)(=O)c1ccc(OCC(=O)NCc2ccco2)cc1	0.1%	-6%	x	3%	-6%	4%	-5%	u	2%	-3	16%

Compound activity (PubChem)
